Assay outcomes as filed in PubChem BioAssay.
HT1080 IDH1KD tx = HT-1080 IDH1 knockdown cell toxicity (counter line) | HT-1080 IDH1 knockdown viability, ATP luminescence, 48 h | 2% of 360,000 active | Potency, µM (doses to about 46.1 µM), for inactives: at the highest dose activity, negative = toxicity, hits mostly cytotoxic;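 also: potency is read from the fitted curve at half-maximal effect; 0% = DMSO wells and -100% = cell-free medium wells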
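Luminescent ATP read-out (CellTiter-Glo, 10 min at room temperature) after 48 h compound exposure at 37 °C gave viability of IDH1-knockdown HT-1080 cells. Activity was normalised to DMSO and cell-free wells, then fitted as concentration-response curves.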
HT1080-NT tox = kills 2HG-producing HT-1080-NT fibrosarcoma cells; 1.6% of 360,000 active; Potency, µM (doses to about 46.1 µM), for the others: at the top dose activity, negative = less viability, hits mostly cytotoxic; HT-1080-NT fibrosarcoma viability, CellTiter-Glo ATP luminescence, 48 h; AID 686970;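 also: NT is the 2HG producing partner of a matched IDH1 knockdown line; potency is read from the fitted curve at half-maximal effect; 0% = DMSO-treated cells and -100% = media-only wells without cells; nearly all actives have a fitted effect of over 55% in size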
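Fibrosarcoma NT cells, 750 per well in 5% FBS RPMI, were exposed to compound for 48 hours. Viability: CellTiter-Glo luminescence.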
KB-3-1 tox = kills parental KB-3-1 adenocarcinoma cells; AID 1347075; Potency, µM (series often up to 46.1 µM), inactives show at the top dose activity change, negative = cytotoxic, hits mostly cytotoxic; 1.4% of 400,000 active; KB-3-1 viability, CellTiter-Glo ATP luminescence, 72 h; also: potency is read from the fitted curve at half-maximal effect; % is scaled to controls: 0 for no effect and ±100 for the full control effect; nearly all actives have a fitted effect of over 60% in size
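KB-3-1 cells, DMEM (no phenol red) + 10% FBS; compound by pin transfer, 72 h, 37 °C. Readout: CellTiter-Glo luminescence after 10 min. Data normalized, curve-fitted.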
KB-V1 cytotox = KB-V1 MDR subline cytotoxicity; KB-V1 MDR cells viability, CellTiter-Glo, 72 h; Potency, µM (doses to about 46.1 µM), for inactives: top-dose activity change, negative = cytotoxicity, actives largely listed as cytotoxic; 3.4% of 400,000 active; also: potency is read from the fitted curve at half-maximal effect; % is scaled to controls: 0 for no effect and ±100 for the full control effect; nearly all actives have a fitted effect of over 60% in size
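Cytotoxicity toward P-gp-expressing KB-V1 cells was determined as loss of CellTiter-Glo luminescence after 72 h at 37 degrees C. Compounds were tested in quantitative HTS format across a concentration range, with curves fitted to normalized data.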
SW480 rerep = DNA re-replication induction in SW480 cells; Potency, µM (series often up to 46.1 µM), inactives show at the top dose re-replication activation, most hits filed as activators; 1.8% of 340,000 active; SW480 DNA re-replication, Hoechst DNA content imaging, 48 h; AID 624297; also: potency is read from the fitted curve at half-maximal effect; % of control where 0% means no effect; nearly all actives have a fitted effect of over 55% in size
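First, 250 cells per well were seeded. Next, compound or vehicle (23 nL) was pinned in, plates sat 48 hr at 37 C. Finally Hoechst was added for 40 min before fluorescence scanning.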
DRD3 antagonist = blocks the human D3 dopamine receptor; D3R cells, DiscoveRx beta-arrestin luminescence, antagonist mode; active compounds read low; max response, negative = inhibition, %; 2.5% of 360,000 active; AID 652054; in the data active = max response below about -50%; inconclusive = no clear call, values can overlap the other calls; also: % is scaled to controls: 0 for no effect and ±100 for the full control effect; mostly tested at two doses, the higher about 12 µM
Target sequence (P35462 whole entry, looked up): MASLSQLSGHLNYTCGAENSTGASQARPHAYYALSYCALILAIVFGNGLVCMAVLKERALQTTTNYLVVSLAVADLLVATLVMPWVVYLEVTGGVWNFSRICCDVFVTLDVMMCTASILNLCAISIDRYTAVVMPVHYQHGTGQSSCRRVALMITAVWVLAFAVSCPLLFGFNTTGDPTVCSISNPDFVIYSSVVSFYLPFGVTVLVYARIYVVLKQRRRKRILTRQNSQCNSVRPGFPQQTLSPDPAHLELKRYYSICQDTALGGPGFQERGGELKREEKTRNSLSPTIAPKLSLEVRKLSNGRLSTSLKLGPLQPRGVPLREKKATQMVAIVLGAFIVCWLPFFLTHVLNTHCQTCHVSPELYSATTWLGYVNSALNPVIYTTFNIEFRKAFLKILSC
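Cells plated overnight at 1500 cells/well, then exposed to library compounds with dopamine controls for 90 minutes at 37 degrees C. DiscoveRx reagent added for 30–60 minutes at room temperature; luminescence read, quantitative HTS format.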
IL1B secr inh = inhibitors of inflammasome signaling (IL-1 beta secretion). THP-1 LPS/ATP IL-1B secretion, AlphaLISA, 16 h; active compounds read low. activity change, % at 57.5 µM. 4.7% of 360,000 active; in the data active = activity change below about -50%; inconclusive = mostly about -30% to -49%; also: % is scaled to controls: 0 for no effect and ±100 for the full control effect
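THP-1 cells pretreated 1 hr with compounds (up to 57.5 uM final), then stimulated with LPS (250 ng/mL final) plus ATP (1.25 mM final); secreted IL-1B measured by AlphaLISA after 16 hr, decreased signal indicating inhibition.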
DRD3 agonist = D3 dopamine receptor (human) agonism | D3R DiscoveRx beta-arrestin cells, luminescence, 90 min | max activation, % | P35462 | 0.58% of 410,000 active; in the data active = max activation above about 30%; also: 0% is about no effect; mostly tested at two doses, the higher about 12 µM
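Agonist-mode cell screen: cells plated at 1500/well and incubated overnight at 37 °C, then exposed to library compounds for 90 min at 37 °C. Detection reagent was added for 30–60 min at room temperature, and luminescence was read.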
GLP-1R agonist = GLP-1 receptor (human) agonism. P43220. HEK293 GLP-1R CRE-luciferase, luminescence, 4-6 h; cells express a hypersensitive GLP-1R form. Potency, µM (doses to about 45.6 µM), for the others: top-dose activation, hits mostly activators. 0.007% of 380,000 active; also: potency is read from the fitted curve at half-maximal effect; % of control where 0% means no effect
Target sequence (P43220 whole entry, looked up): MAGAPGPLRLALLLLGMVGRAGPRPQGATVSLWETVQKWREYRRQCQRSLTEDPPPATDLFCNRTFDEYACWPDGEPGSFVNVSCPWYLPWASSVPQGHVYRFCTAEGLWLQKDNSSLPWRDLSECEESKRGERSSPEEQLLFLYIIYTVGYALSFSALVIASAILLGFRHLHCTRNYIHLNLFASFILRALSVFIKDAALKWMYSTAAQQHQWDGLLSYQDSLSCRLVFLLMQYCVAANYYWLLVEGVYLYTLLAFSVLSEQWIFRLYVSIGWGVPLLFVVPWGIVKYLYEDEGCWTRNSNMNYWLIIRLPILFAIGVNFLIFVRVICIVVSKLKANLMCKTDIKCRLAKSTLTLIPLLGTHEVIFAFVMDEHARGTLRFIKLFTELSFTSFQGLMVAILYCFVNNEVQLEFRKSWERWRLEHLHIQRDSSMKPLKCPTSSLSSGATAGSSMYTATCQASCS
The depositor's hits bear a star; & = joins results of further samples; [ ] = another dose, or the depositor's remark. Unless noted, calls follow the shape of the dose curve; as a rule, active = well fitted curve in the direction sought with a large enough effect; inconclusive = small, poorly fitted or top-dose-only effect, or another doubt; inactive = no such curve, though single readings can be large; an effect the other way counts as inactive or inconclusive.

O=C(NCCCCc1ccccc1)c1ccccc1 was read as HT1080 IDH1KD tx 11%, HT1080-NT tox 13%, KB-3-1 tox 23%, KB-V1 cytotox inconclusive, SW480 rerep -3%, DRD3 antagonist -2, IL1B secr inh -22, DRD3 agonist -7 and GLP-1R agonist 1%.
For NS(=O)(=O)c1ccc(Cc2ncc(C(F)(F)F)cc2Cl)s1 the results were HT1080 IDH1KD tx -7%, HT1080-NT tox -1%, KB-3-1 tox -13%, KB-V1 cytotox 0%, SW480 rerep 0%, DRD3 antagonist -3, IL1B secr inh -15, DRD3 agonist -7 and GLP-1R agonist 0%.
`Cc1ccccc1NC(=S)N(CCCN1CCC(C)CC1)Cc1ccco1` gave HT1080 IDH1KD tx -3%, HT1080-NT tox -1%, KB-3-1 tox -6%, KB-V1 cytotox -5%, SW480 rerep 4%, DRD3 antagonist inconclusive, IL1B secr inh -8, DRD3 agonist -26 and GLP-1R agonist 3%.
COc1ccc(CN2C(=O)C(CC(C)C)Nc3ncnc(N4CCN(c5ccccn5)CC4)c32)cc1 (configuration not stated) was read as HT1080 IDH1KD tx inconclusive, HT1080-NT tox -19%, KB-3-1 tox -16%, KB-V1 cytotox -4%, SW480 rerep inconclusive, DRD3 antagonist -29, IL1B secr inh -58*, DRD3 agonist -31 and GLP-1R agonist 6%.
`OCCC1CN(Cc2cccnc2)CCN1CCc1ccccc1` (configuration not stated) gave HT1080 IDH1KD tx 1%, HT1080-NT tox 1%, KB-3-1 tox inconclusive, KB-V1 cytotox 0%, SW480 rerep inconclusive, DRD3 antagonist -4, IL1B secr inh 17, DRD3 agonist -16 and GLP-1R agonist 2%.
O=C(NNc1cc(N2CCOCC2)nc(N2CCOCC2)n1)c1ccc([N+](=O)[O-])cc1 was read as HT1080 IDH1KD tx -4%, HT1080-NT tox -11%, KB-3-1 tox -14%, KB-V1 cytotox inconclusive, SW480 rerep 2%, DRD3 antagonist -29, IL1B secr inh 35, DRD3 agonist 3 and GLP-1R agonist 11%.
For O=C1CCCN1c1ccc([N+](=O)[O-])cc1 the results were HT1080 IDH1KD tx -2%, HT1080-NT tox 5%, KB-3-1 tox -11%, KB-V1 cytotox 12%, DRD3 antagonist 21, IL1B secr inh 7, DRD3 agonist 0 and GLP-1R agonist 13%.
Screening Cc1cccc(N(C(=O)c2snc(C(N)=O)c2N)C(C)C(=O)NCC2CCCO2)c1 (configuration not stated) returned HT1080 IDH1KD tx -3%, HT1080-NT tox 1%, KB-3-1 tox 17%, KB-V1 cytotox inconclusive, SW480 rerep -2%, DRD3 antagonist -9, IL1B secr inh inconclusive, DRD3 agonist -3 and GLP-1R agonist 2%.
CCOc1ccc(-n2ccnc(SCC(=O)NCc3cccc(OC)c3)c2=O)cc1 was read as HT1080 IDH1KD tx -7%, HT1080-NT tox -7%, KB-3-1 tox -12%, KB-V1 cytotox -5%, SW480 rerep 4%, DRD3 antagonist -60*, IL1B secr inh -11, DRD3 agonist -17 and GLP-1R agonist 3%.
O=C(CN1CCN(Cc2ccccc2)CC1)N/N=C/c1cccs1 was read as HT1080 IDH1KD tx 3%, HT1080-NT tox -4%, KB-3-1 tox 6%, KB-V1 cytotox -11%, SW480 rerep -6%, DRD3 antagonist -1, IL1B secr inh -6, DRD3 agonist -13 and GLP-1R agonist -2%.
For CC(=O)c1c(C)[nH]c(C(=O)OCc2ccc(F)cc2Cl)c1C the results were HT1080 IDH1KD tx -13%, HT1080-NT tox -1%, KB-3-1 tox inconclusive, KB-V1 cytotox inconclusive, SW480 rerep 2%, DRD3 antagonist 3, IL1B secr inh 26, DRD3 agonist 3 and GLP-1R agonist 9%.
For COc1cc(-c2nnc(Cn3cc(C(F)(F)F)ccc3=O)o2)cc(OC)c1OC the results were HT1080 IDH1KD tx -2%, HT1080-NT tox 0%, KB-3-1 tox 8%, KB-V1 cytotox inconclusive, SW480 rerep -3%, DRD3 antagonist 2, IL1B secr inh -12, DRD3 agonist 4 and GLP-1R agonist -2%.
Screening O=C(CSCc1nc2ccccc2[nH]1)Nc1ccc2ccccc2c1 returned HT1080 IDH1KD tx -29%, HT1080-NT tox -2%, KB-3-1 tox 6%, KB-V1 cytotox 0%, SW480 rerep -3%, DRD3 antagonist -6, IL1B secr inh 0, DRD3 agonist -23 and GLP-1R agonist 5%.
Screening COc1ccc(N2CCN(C(=O)COC(=O)c3cccc(S(=O)(=O)Nc4cccc(C)c4)c3)CC2)cc1 returned HT1080 IDH1KD tx -4%, HT1080-NT tox -2%, KB-3-1 tox inconclusive, KB-V1 cytotox -13%, SW480 rerep -108%[inhibitor], DRD3 antagonist 0, IL1B secr inh 25, DRD3 agonist 5 and GLP-1R agonist 9%.
`CCOc1cc(NC(=S)Nc2cccc(OC)c2)c(OCC)cc1NC(=O)C1CC1` gave HT1080 IDH1KD tx 2%, HT1080-NT tox 10%, KB-3-1 tox 4%, KB-V1 cytotox 4%, SW480 rerep -5%, DRD3 antagonist 27, IL1B secr inh 7, DRD3 agonist 2 and GLP-1R agonist -7%.
Screening O=C(NCC1CCCO1)c1cc(-c2ccncc2)nc2ccccc12 (configuration not stated) returned HT1080 IDH1KD tx -10%, HT1080-NT tox 1%, KB-3-1 tox 0%, KB-V1 cytotox -26%, SW480 rerep -3%, DRD3 antagonist -10, IL1B secr inh -6, DRD3 agonist -15 and GLP-1R agonist -1%.
`Cc1cccn2c(=O)c3cc(C(=O)NCC(C)C)sc3nc12` gave HT1080 IDH1KD tx 25%, HT1080-NT tox 19%, KB-3-1 tox 7%&-19%, KB-V1 cytotox inconclusive, SW480 rerep -1%, DRD3 antagonist -11, IL1B secr inh -2, DRD3 agonist 8&-4 and GLP-1R agonist 5%.
Screening Cc1cc(C)c(S(=O)(=O)Nc2ccc(C(=O)O)cc2)cc1S(=O)(=O)Nc1ccc(C(=O)O)cc1 returned HT1080 IDH1KD tx 15%, HT1080-NT tox 7%, KB-3-1 tox 4%, KB-V1 cytotox 0%, SW480 rerep 3%, DRD3 antagonist -7, IL1B secr inh 23, DRD3 agonist 0 and GLP-1R agonist -1%.
Screening Cc1ccc2c(c1)C(c1ccccc1)N(C(=O)CC(C)C)CC(=O)N2 (configuration not stated) returned HT1080 IDH1KD tx 0%, HT1080-NT tox -9%, KB-3-1 tox -10%, KB-V1 cytotox 0%, SW480 rerep -5%, DRD3 antagonist -11, IL1B secr inh -7, DRD3 agonist -21 and GLP-1R agonist 6%.
`CCOC(=O)C(C)(C)n1nnc(-c2ccc([N+](=O)[O-])cc2)n1` gave HT1080 IDH1KD tx 16%, HT1080-NT tox 11%, KB-3-1 tox -10%, KB-V1 cytotox inconclusive, SW480 rerep 1%, DRD3 antagonist 4, IL1B secr inh -12, DRD3 agonist 0 and GLP-1R agonist 3%.
Cc1ccc2nc(SCC(=O)N3CCC(C)CC3)nc(=O)n2c1 was read as HT1080 IDH1KD tx 2%, HT1080-NT tox 2%, KB-3-1 tox 4%, KB-V1 cytotox 18µM*, SW480 rerep -11%, DRD3 antagonist 25, IL1B secr inh 0, DRD3 agonist -4 and GLP-1R agonist 6%.
O=C(OCC(=O)N1CCN(C(=O)c2ccco2)CC1)c1ccccc1Cc1ccccc1 was read as HT1080 IDH1KD tx 7%, HT1080-NT tox 6%, KB-3-1 tox 1%, KB-V1 cytotox -8%, SW480 rerep 0%, DRD3 antagonist 9, IL1B secr inh -6, DRD3 agonist -11 and GLP-1R agonist -2%.
`Cn1c(=O)cc(SCC(=O)NCc2ccco2)c2ccccc21` gave HT1080 IDH1KD tx -22%, HT1080-NT tox 8%, KB-3-1 tox inconclusive, KB-V1 cytotox 4%, SW480 rerep -4%, DRD3 antagonist 5, IL1B secr inh 16, DRD3 agonist 6 and GLP-1R agonist -1%.
`O=C1NC(c2ccccc2)Cc2ccncc21` (configuration not stated) gave HT1080 IDH1KD tx 15%, HT1080-NT tox 7%, KB-3-1 tox -16%, KB-V1 cytotox 11%, SW480 rerep -3%, DRD3 antagonist -6, IL1B secr inh -3, DRD3 agonist 3 and GLP-1R agonist -3%.
Screening Cc1ccc(C)c(NC(=S)NCCc2c[nH]c3ccccc23)c1 returned HT1080 IDH1KD tx -21%, HT1080-NT tox -29%, KB-3-1 tox -27%, KB-V1 cytotox inconclusive, SW480 rerep inconclusive, DRD3 antagonist -20, IL1B secr inh -58*, DRD3 agonist -3 and GLP-1R agonist 13%.
Cn1nc(CC(=O)NCc2ccc(C(F)(F)F)cc2)c2ccccc2c1=O was read as HT1080 IDH1KD tx inconclusive, HT1080-NT tox inconclusive, KB-3-1 tox -17%, KB-V1 cytotox inconclusive, SW480 rerep -6%, DRD3 antagonist 16, IL1B secr inh 0, DRD3 agonist 2 and GLP-1R agonist 1%.
For Cc1ccc(C(=O)NCCC(=O)N2CCOCC2)cc1 the results were HT1080 IDH1KD tx 11%, HT1080-NT tox 7%, KB-3-1 tox -3%, KB-V1 cytotox 14%, SW480 rerep -24%, DRD3 antagonist -14, IL1B secr inh 10, DRD3 agonist -1 and GLP-1R agonist -4%.
For NC(=O)c1c(NC(=O)C(=O)N2CCOCC2)sc2c1CCCC2 the results were HT1080 IDH1KD tx 17%, HT1080-NT tox 9%, KB-3-1 tox 0%, KB-V1 cytotox 3%, SW480 rerep 20%, DRD3 antagonist -8, IL1B secr inh -2, DRD3 agonist 5 and GLP-1R agonist -4%.
Cc1nc2cc(NC(=O)N3CCN(c4ccccn4)CC3)ccc2o1 was read as HT1080 IDH1KD tx 8%, HT1080-NT tox 5%, KB-3-1 tox -1%, KB-V1 cytotox 3%, SW480 rerep -2%, DRD3 antagonist -15, IL1B secr inh -10, DRD3 agonist -6 and GLP-1R agonist 1%.
